Luc counter – blocks Kinase-Glo luciferase, a counter-screen artifact; Q27757; Potency, µM (doses to about 38.3 µM), without a hit: at the top dose activity change, negative = inhibition, actives largely listed as inhibitors; AID 1379; 0.28% of 200,000 active; Kinase-Glo luciferase, ATP luminescence, 8 min; further: on the % scale 0 is the no-effect control and ±100 the full control effect; nearly all actives have a fitted effect of over 60% in size
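Luminescence was the read-out, taken after 8-minute incubation at ambient temperature. Luciferase turned over luciferin with 10 uM ATP in imidazole pH 7.2 buffer containing KCl, MgCl2, Tween 20 and BSA.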
IMPase Li cell – membrane-permeable IMPase blocker, potentiated with lithium. AID 1457. CHO-M1 cells, IP1 TR-FRET (IP-One), carbachol + lithium. 0.35% of 210,000 active. Potency, µM (series often up to 59.4 µM), inactives show top-dose activity, negative = IMPase inhibition, hits mostly inhibitors;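 further: IP1 builds up when IMPase is blocked and the TR-FRET signal falls; plate controls were basal vehicle for no effect and high inhibitor control for full effect; nearly all actives have a fitted effect of over 50% in size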
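Test compounds were applied to CHO-M1 cells previously cultured for 16–30 h at 2000 per well. A small lithium amount accompanied them; after 30 min at 37C, IP1 was quantified by TR-FRET.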
SMN2 splice enh – SMN2 splice variant enhancement | HEK293 SMN2-luciferase splicing reporter, luminescence, 30-36 h | Potency, µM (titrated, usually from 46.1 µM), without a hit: at the highest dose activity change, positive = activation, hits mostly activators | 2.8% of 210,000 active; further: % of control where 0% means no effect; nearly all actives have a fitted effect of over 55% in size
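qHTS luciferase splicing reporter: luminescence rises when SMN2 exon 7 is included in transfected HEK293 cells. Compound exposure lasted 30-36 h at 37C, with 4.5 mM final sodium butyrate as control, followed by a ONE-Glo read.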
KDM4E inh – blocks human JMJD2E demethylase activity | 1.6% of 230,000 active | Potency, µM (highest dose often 57.1 µM), without a hit: top-dose activity change, negative = inhibition, hits mostly inhibitors | JMJD2E catalytic domain, FDH-coupled NADH fluorescence (FDH is formaldehyde dehydrogenase) | B2RXH2 | AID 2147; active means well fitted inhibition curve with a large enough effect, not every such curve was filed as active; inconclusive means small, poorly fitted or top-dose-only effect, or another doubt; inactive means no such curve, though single readings can be large or run the other way;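 further: 0% = wells with enzyme and -100% = buffer wells without enzyme; nearly all actives have a fitted effect of over 50% in size; many of its hits are not listed in these tables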
RECQ1 inh – inhibitors of human RECQ1 DNA helicase; 0.54% of 240,000 active; Potency, µM (top dose mostly 57.3 µM), for inactives: at the highest dose activity, negative = inhibition, hits mostly inhibitors; RECQ1 DNA unwinding, red fluorescence kinetic read; P46063;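 further: plate controls were vehicle for no effect and no enzyme for full effect; nearly all actives have a fitted effect of over 30% in size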
Target sequence (P46063 whole entry, looked up): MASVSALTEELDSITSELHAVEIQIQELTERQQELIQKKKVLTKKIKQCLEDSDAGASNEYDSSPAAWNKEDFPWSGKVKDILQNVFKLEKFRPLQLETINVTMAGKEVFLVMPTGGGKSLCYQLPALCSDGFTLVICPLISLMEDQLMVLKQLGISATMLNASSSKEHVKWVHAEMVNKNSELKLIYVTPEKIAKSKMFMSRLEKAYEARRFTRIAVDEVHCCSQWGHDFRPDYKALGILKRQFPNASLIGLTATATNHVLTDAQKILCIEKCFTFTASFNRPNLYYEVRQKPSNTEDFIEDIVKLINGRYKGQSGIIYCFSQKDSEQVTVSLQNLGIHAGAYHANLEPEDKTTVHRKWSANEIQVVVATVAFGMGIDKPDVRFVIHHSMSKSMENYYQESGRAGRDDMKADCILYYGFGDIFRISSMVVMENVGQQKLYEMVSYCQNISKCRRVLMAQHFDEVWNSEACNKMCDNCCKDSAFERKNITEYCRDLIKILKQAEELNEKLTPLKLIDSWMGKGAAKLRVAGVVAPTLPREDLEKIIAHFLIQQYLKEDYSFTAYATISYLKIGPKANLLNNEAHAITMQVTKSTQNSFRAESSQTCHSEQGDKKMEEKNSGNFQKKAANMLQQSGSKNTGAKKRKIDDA
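RECQ1T1 50 nM; forked duplex (20 bp + 30-nt ss tails) 200 nM, ATP 2 mM final; pH 8.0, 2 mM MgCl2, 2.5 ug/ml poly(dI-dC); 15 min compound preincubation; discontinuous kinetic read over 2 h at RT.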
NPSR antag – neuropeptide S receptor (human) antagonism, cAMP. Q6W5P4. CHO-NPSR cells, cAMP TR-FRET, antagonist mode. Potency, µM (top dose mostly 38.3 µM), for the others: at the highest dose activity change, negative = inhibition, usual class: inhibitors. 1% of 220,000 active. AID 1461; further: on the % scale 0 is the no-effect control and ±100 the full control effect; nearly all actives have a fitted effect of over 50% in size; many of its hits are not listed in these tables
RGS12 GoLoco inh – RGS12 GoLoco-Gai1 interaction inhibition | P63096 | Potency, µM (series often up to 61.6 µM), for the others: at the top dose activity, negative = inhibition, usual class: inhibitors | 0.44% of 230,000 active | Gai1:RGS12 GoLoco peptide FP, rhodamine, 10 min; active means well fitted inhibition curve with a large enough effect, not every such curve was filed as active; inactive means no such curve, though single readings can be large or run the other way; further: on the % scale 0 is the no-effect control and ±100 the full control effect; nearly all actives have a fitted effect of over 30% in size; many of its hits are not listed in these tables
Target sequence (P63096 whole entry, looked up): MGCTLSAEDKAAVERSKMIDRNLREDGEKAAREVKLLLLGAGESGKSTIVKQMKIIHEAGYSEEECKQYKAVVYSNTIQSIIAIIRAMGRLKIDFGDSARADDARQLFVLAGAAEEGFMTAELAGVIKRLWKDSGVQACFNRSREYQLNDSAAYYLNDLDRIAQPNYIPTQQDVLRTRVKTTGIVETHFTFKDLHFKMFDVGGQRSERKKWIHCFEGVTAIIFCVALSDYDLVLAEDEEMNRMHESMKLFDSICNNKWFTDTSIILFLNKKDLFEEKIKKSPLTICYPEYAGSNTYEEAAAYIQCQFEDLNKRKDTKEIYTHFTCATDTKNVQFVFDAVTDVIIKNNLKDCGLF
Epigenetic reg – regulators of epigenetic silencing causing reporter derepression in mouse cells | murine LDR cells, GFP reporter derepression, 30 h | Potency, µM (titrated, usually from 53.9 µM), without a hit: at the top dose GFP activation, actives largely listed as activators | 0.2% of 280,000 active | AID 1865; further: % of control where 0% means no effect; nearly all actives have a fitted effect of over 60% in size
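In this reporter-derepression format, murine cells bearing a silenced integrated CMV-GFP locus incubate with test compound (30 h, 37 C), then are washed and imaged; fluorescent objects of 20–120 um count as induced cells.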
An asterisk follows results filed as active; i = inactive; ? = inconclusive; . = not tested or not shown; & = joins results of further samples; ! = repeats disagree; [ ] = another dose, or the depositor's remark. Unless noted, the call rests on the fitted dose curve; in most records, active means well fitted curve in the direction sought with a large enough effect; inconclusive means small, poorly fitted or top-dose-only effect, or another doubt; inactive means no such curve, though single readings can be large; an effect the other way counts as inactive or inconclusive. Potency means the concentration at half of the fitted maximal effect. The list is partial; the hit share may differ from the screen's.

SMILES | Luc counter | IMPase Li cell | SMN2 splice enh | KDM4E inh | RECQ1 inh | NPSR antag | RGS12 GoLoco inh | Epigenetic reg
Cc1cccc2c1NC(=O)/C2=C\C(=O)c1cccs1 | -4% | 36%[activator][38.3 µM] | -33%[inhibitor] | 1% | i | -23%[46.1 µM] | -7% | 3.7%
O=C(Nc1ccc(C(=O)O)c(O)c1)c1ccccc1 | . | . | . | -4% | -7% | -1% | 1% | -1.6%
CC1c2cccc(O)c2C(O)=C2C(=O)[C@]3(O)C(O)=C(C(N)=O)C(=O)C(N(C)C)C3C(O)C21 (stereo not given in full) | -4% | -21% | -14% | ? | i | . | 4% | 3.5%
NC(N)=NC(=O)Cc1c(Cl)cccc1Cl | -8% | 15%&-25%&7%&8%&-3% | -19% | -1% | -8% | -9%[46.1 µM] | 9% | -0.1%
COc1cc([C@@H]2Oc3cc([C@H]4Oc5cc(O)cc(O)c5C(=O)[C@H]4O)ccc3O[C@H]2CO)ccc1O | 2% | 18% | . | 28µM* | -23% | . | 54%[activator] | -0.3%
C[C@H](CCC(=O)O)[C@H]1CC[C@@H]2[C@H]3[C@@H](CC[C@@]21C)[C@]1(C)CC[C@H](O)C[C@@H]1C[C@@H]3O | -2%[17.1 µM] | -8% | -2%[20.6 µM] | 2%[25.5 µM] | -4%[25.9 µM] | . | -1%[21.6 µM] | 4.1%[16.9 µM]
COc1ccc(/C=C/C(=O)O)cc1 | -2%[39.9 µM] | 3% | . | . | -24%&-11% | . | 10% | -2.8%
Nc1c2ccccc2nc2ccccc12 (tested in a mixture with another compound) | -3% | 18% | 231% | ? | i | . | 0% | ?
Cc1[nH]c2ccccc2c1/C=N/NC(N)=S | . | . | . | -6% | -4% | -22% | 5% | 11%
CC1CCC(C(C)C)C(=O)C1 (stereo not given) | -2% | -15% | -5% | 3% | 8% | . | 6% | 0.1%
Cn1c(=O)c2c(ncn2CCO)n(C)c1=O | -6% | 16%&12%&6% | 0% | 6% | 12% | 23% | -1% | 2.4%
COc1ccccc1OC[C@H](O)COC(N)=O | 2%[17.1 µM] | -10% | -4%[20.6 µM] | ? | -1%[25.9 µM] | . | 5%[21.6 µM] | -1.4%[16.9 µM]
CC(=O)Nc1ccccc1 | -5% | 5%&5% | 3%&-3% | -2% | -1% | . | -58%&-25% | 0.1%
CCCOC(=O)c1ccc(O)cc1 | . | -7%&12% | -1%&17% | . | -12%&-6% | . | -1%&7%&1% | .
CC1CC2C3CC(F)C4=CC(=O)C=C[C@@]4(C)[C@@]3(F)C(O)C[C@]2(C)[C@]1(O)C(=O)COC(=O)C(C)(C)C (stereo not given in full) | -5% | -10% | 4% | 0% | -9% | . | -1% | -1.3%

Rewritten as a markdown table: entries from further up
| molecule | Luc counter | IMPase Li cell | SMN2 splice enh | KDM4E inh | RECQ1 inh | NPSR antag | RGS12 GoLoco inh | Epigenetic reg |
| --- | --- | --- | --- | --- | --- | --- | --- | --- |
| COc1cc([C@@H]2Oc3cc([C@H]4Oc5cc(O)cc(O)c5C(=O)[C@H]4O)ccc3O[C@H]2CO)ccc1O | 2% | 18% | . | 28µM* | -23% | . | 54%[activator] | -0.3% |
| CC1CC2C3CC(F)C4=CC(=O)C=C[C@@]4(C)[C@@]3(F)C(O)C[C@]2(C)[C@]1(O)C(=O)COC(=O)C(C)(C)C (stereo not given in full) | -5% | -10% | 4% | 0% | -9% | . | -1% | -1.3% |
| CC1CCC(C(C)C)C(=O)C1 (stereo not given) | -2% | -15% | -5% | 3% | 8% | . | 6% | 0.1% |
| CCCOC(=O)c1ccc(O)cc1 | . | -7%&12% | -1%&17% | . | -12%&-6% | . | -1%&7%&1% | . |

(cont.)
SMILES | Luc counter | IMPase Li cell | SMN2 splice enh | KDM4E inh | RECQ1 inh | NPSR antag | RGS12 GoLoco inh | Epigenetic reg
CC(=O)Nc1ccc(O)cc1 | -4% | 1%&15%&2%&-1% | 2% | 5% | 3% | . | -14% | 1.0%
COc1ccccc1OCCNCC(O)COc1cccc2[nH]c3ccccc3c12 (stereo not given) | 0% | 15% | -6% | 25µM*! | -3%&11%&8%&-23% | -57%&-36% | -7%&8%&2% | 2.7%&0.0%&-1.1%
C=C1c2cccc(O)c2C(O)=C2C(=O)[C@]3(O)C(O)=C(C(N)=O)C(=O)[C@@H](N(C)C)[C@@H]3[C@@H](O)[C@H]12 | . | 5% | . | ? | 7.9µM* | -15% | -45% | 1.6%
CCC(=O)O[C@@]1(C(=O)SCF)[C@@H](C)C[C@H]2[C@@H]3C[C@@H](F)C4=CC(=O)C=C[C@@]4(C)[C@]3(F)[C@@H](O)C[C@]21C | -1%[17.1 µM] | 1% | -7%[20.6 µM] | 0%[25.5 µM] | -6%[25.9 µM] | . | 8%[21.6 µM] | -0.3%[16.9 µM]
COc1ccc2nc(NC(=O)Nc3ccccc3)sc2c1 | -2% | 13% | 0.89µM* | -2% | -20% | -8% | 35%[activator] | 5.1%
CCCCC1C(=O)N(c2ccccc2)N(c2ccccc2)C1=O | -6%&-1%&-3% | -1%&-3%&1%&1% | -53%&15%&3%&2%[inhibitor] | -9%&5%&6% | 2%&-3%&-1% | ? | -19%&-7%&-1%&0% | 2.2%&-1.2%&-1.3%
O=c1cc(-c2ccc(O)cc2)oc2cc(O[C@@H]3O[C@H](CO)[C@@H](O)[C@H](O)[C@H]3O[C@@H]3OC[C@](O)(CO)[C@H]3O)cc(O)c12 | 0% | 0% | -15% | 7% | 0% | 0% | 24% | 0.2%
COc1ccc(-c2cc(=O)c3c(O)c(OC)c(OC)c(OC)c3o2)cc1OC | 1% | 1% | 12% | -15% | -1% | . | 3% | 4.9%
CCCCCCc1ccc(O)cc1O | -6% | 21%&10% | -15%&7% | -26% | -1% | . | 0%&-3%&-6% | 13%
CC1(C)OC2CC3C4CC(F)C5=CC(=O)C=C[C@@]5(C)[C@@]4(F)C(O)C[C@@]3(C)[C@]2(C(=O)CO)O1 (stereo not given in full) | -5% | 0% | -4% | -12% | 11% | . | 6% | -1.3%
COc1ccc2ccc(=O)oc2c1 | -5%&1% | 1%&6% | -6%&3% | ? | 7% | 11% | 6%&0% | 0.0%&-2.3%
CC[C@@]1(O)CC2CN(CCc3c([nH]c4ccccc34)[C@](C(=O)OC)(c3cc4c(cc3OC)N(C)C3[C@@](O)(C(=O)OC)C(OC(C)=O)[C@]5(CC)C=CCN6CC[C@@]43C65)C2)C1 (stereo not given in full) | -5% | -5% | -8% | ? | -2% | . | 6% | 0.0%
Cc1cccc(C)c1NC(=O)C1CCCCN1C (stereo not given) | 2%&-7% | 2%&8% | -20%&-7% | 3%&1% | -3%&-4% | -42% | -11%&7% | -0.5%&0.0%
Nc1ncnc2nc[nH]c12 | 0% | -3% | 14% | -1% | 12% | . | 7% | 5.3%
CCn1cc(C(=O)O)c(=O)c2cc(F)c(N3CCNCC3)nc21 | -5% | 1%&-1% | -2% | 2% | -11%[25.9 µM] | . | 3% | -0.5%
C[C@@H]1C[C@H]2[C@@H]3C[C@H](F)C4=CC(=O)C=C[C@]4(C)[C@@]3(F)[C@@H](O)C[C@]2(C)[C@@]1(O)C(=O)COC(=O)C(C)(C)C | 4% | 3% | -5% | 14% | -11% | -52% | -10% | 4.2%
CNc1c2c(nn1C)CCCC2 | 0% | -9%[38.3 µM] | 9% | 8% | -8% | -1%[46.1 µM] | 18% | -1.3%
Cc1cc(C)cc(OCC2CNC(=O)O2)c1 (stereo not given) | -4% | 4% | 17% | 7% | i | . | 12% | 0.0%
CN(C)CCOc1ccccc1Cc1ccccc1 | -1% | 24% | -26% | ? | -6% | 7% | 8% | -5.5%
COc1ccc(/C=C\C(=O)Nc2ccccc2C(=O)O)cc1OC | 4% | 6% | . | -29% | -4% | . | 20% | 1.5%
COc1cc([C@H]2Oc3cc([C@H]4Oc5cc(O)cc(O)c5C(=O)[C@@H]4O)ccc3O[C@@H]2CO)ccc1O | . | 22% | -9% | . | -1% | . | 0% | .
O=c1ccn([C@H]2C[C@H](O)[C@@H](CO)O2)c(=O)[nH]1 | 0% | 7% | . | 4% | -6% | . | 1% | 1.1%
CCCCC(=O)O[C@]1(C(=O)CO)[C@H](C)C[C@H]2[C@@H]3CCC4=CC(=O)C=C[C@]4(C)[C@@]3(F)[C@@H](O)C[C@@]21C | 2%[39.9 µM] | -8% | . | . | -9% | . | -3% | 2.2%
C/C=C(/C)C(=O)OC1c2c(ccc3ccc(=O)oc23)OC(C)(C)C1OC(=O)/C(C)=C\C (stereo not given) | . | 6% | . | ? | ? | ? | -3% | -1.5%
Oc1cc2c(cc1O)[C@@H]1c3ccc(O)c(O)c3OC[C@]1(O)C2 | -3% | 17% | 0% | 14µM* | 13µM* | . | -38% | -1.1%
Nc1c2c(nc3ccccc13)CCCC2O (stereo not given) | 0%&-4% | -8%&38%&-3% | -1%&-9%&0% | ? | -4%&3%&-7% | 2%[46.1 µM] | 10%&-3%&2% | -0.1%&4.2%&0.5%
Cc1cccc(Nc2cc(Cl)nc(SCC(=O)O)n2)c1C | -3%[7.66 µM] | -2%&-22%&-12%&3%&-1%&13% | 5%[9.22 µM] | ? | -4%&9%&2%&-1%&2% | . | 9%[14.2 µM] | 2.1%&1.9%&-0.1%&-1.3%&5.4%
CCOC(=O)NNc1nncc2ccccc12 | -8% | 30%&9% | 11% | -20% | -1%[25.9 µM] | . | 9% | 0.0%
CCCCOc1ccc(CC(=O)NO)cc1 | -2% | 0%&-2%&2% | -57%[inhibitor] | ? | -3% | 35% | 5% | 4.7%
C#C[C@@]1(O)CCC2C3CCC4=CC(=O)CCC4C3CC[C@@]21CC (stereo not given in full) | -4% | 12% | -4% | 10% | i | . | 6% | 1.3%
C/C=C(/C)C(=O)O[C@@H]1c2cc(OC)c(OC)c(OC)c2-c2c(cc3c(c2OC)OCO3)C[C@H](C)[C@]1(C)O | . | . | . | 2% | i | 11% | 6% | 0.4%
O=C(O)CNC(=O)c1ccccc1 | -3%[39.9 µM] | -8% | . | . | -7% | . | 12% | -4.6%
CC[C@]1(O)C[C@@H]2CN(CCc3c([nH]c4ccccc34)[C@@](C(=O)OC)(c3cc4c(cc3OC)N(C)[C@H]3[C@@](O)(C(=O)OC)[C@H](OC(C)=O)[C@]5(CC)C=CCN6CC[C@]43[C@@H]65)C2)C1 | . | . | . | ? | ? | 21% | 100%[activator] | 10%

Bioassay records deposited in PubChem by National Center for Advancing Translational Sciences (NCATS).
